PfHsp90 set2 = inhibits growth of yeast expressing Plasmodium falciparum Hsp90 | S. cerevisiae expressing PfHsp90, BacTiter-Glo ATP, 48 h; yeast lacking PDR1 and PDR3 efflux regulators | inhibition, % at 9.4 µM | 310,000 compounds, 0.32% hits | AID 504621;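 active means every replicate shows inhibition above about 80%, whatever the replicate mean, limit read from the data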;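 further: 0% = DMSO neutral controls and 100% = 20 µM radicicol positive controls; yeast relying on Plasmodium falciparum Hsp90 in place of its own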
HTR5A inv ag = counter-screen for OPRM1-OPRD1 inverse agonists: human HTR5A inverse agonism | AID 504634 | inhibition, % at 9.3 µM | 340,000 compounds, 0.083% hits | HTR5A cell line, luminescence; in the data active means inhibition mostly above about 23%, no sharp cut-off; inactive means mostly below about 18%;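 further: 0% = cells with DMSO and 100% = no-cell wells with DMSO; some compounds called inactive have numbers as strong as hits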
MOR-DOR inv ag = inverse agonists of human mu-delta opioid receptor heterodimerization; cell-based MOR-DOR heterodimer luminescence, inverse agonism; 340,000 compounds, 0.21% hits; inhibition, % at 9.3 µM; in the data active means inhibition above about 22%, passing the limit was not always enough;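 further: 0% = cells with DMSO and 100% = wells without cells with DMSO; values of inactives mirror those of a sister screen read the other way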
Target sequence (P35372 whole entry, looked up): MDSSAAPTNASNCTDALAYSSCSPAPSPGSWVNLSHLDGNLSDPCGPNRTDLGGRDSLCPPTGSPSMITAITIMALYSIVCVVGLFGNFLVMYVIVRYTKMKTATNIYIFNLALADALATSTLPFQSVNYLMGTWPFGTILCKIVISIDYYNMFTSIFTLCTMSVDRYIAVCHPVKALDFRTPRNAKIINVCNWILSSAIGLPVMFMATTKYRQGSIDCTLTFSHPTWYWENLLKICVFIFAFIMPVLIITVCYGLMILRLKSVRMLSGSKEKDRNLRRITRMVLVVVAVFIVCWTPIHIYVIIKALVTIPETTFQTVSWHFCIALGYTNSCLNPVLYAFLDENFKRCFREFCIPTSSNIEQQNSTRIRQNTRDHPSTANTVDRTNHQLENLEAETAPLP
Target sequence (P41143 whole entry, looked up): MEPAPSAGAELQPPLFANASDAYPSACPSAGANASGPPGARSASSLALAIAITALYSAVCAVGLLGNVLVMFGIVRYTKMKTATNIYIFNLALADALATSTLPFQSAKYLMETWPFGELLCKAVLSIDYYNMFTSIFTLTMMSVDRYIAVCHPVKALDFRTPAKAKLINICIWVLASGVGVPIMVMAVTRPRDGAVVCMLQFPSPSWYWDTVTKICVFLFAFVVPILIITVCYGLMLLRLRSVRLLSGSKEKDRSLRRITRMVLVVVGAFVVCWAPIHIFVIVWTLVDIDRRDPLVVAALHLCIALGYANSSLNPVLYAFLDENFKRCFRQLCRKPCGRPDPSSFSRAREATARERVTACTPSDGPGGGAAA
phage Ecoli inh = E. coli growth loss with phage present; growth absorbance; 360,000 compounds, 0.26% hits; inhibition, % at 11.9 µM; AID 651602; in the data active means inhibition above about 11%
AddAB inh = less growth of phage-infected E. coli with AddAB; E. coli expressing H. pylori AddAB, absorbance growth; 330,000 compounds, 0.29% hits; AID 435030; inhibition, % at 11.9 µM; in the data active means inhibition above about 12%;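 further: 0% = vehicle wells of infected cells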
SUMO Mot1 rescue = blocks SUMOylation pathway, rescuing yeast Mot1-301 growth. S. cerevisiae Mot1-301 growth rescue, ATP luminescence, 38.5C; percent above DMSO median, 100 means doubled. growth rescue, % at 18.8 µM. 320,000 compounds, 1% hits. AID 2716;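 active means every valid replicate shows activation above 250% relative to neutral control wells; inactive means the rest, any valid replicate at or below 250%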;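 further: OY570 slx delta 5 strain wells were the positive control but not used for scaling; some compounds called inactive have numbers as strong as hits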
PKA-R1A act = PKA-R1A complex activation; activation, % at 11.4 µM; AID 504707; PKA-R1A dissociation, Cy5-IP20 fluorescence polarization; scaled: DMSO 0%, 113 µM cGMP 100%; 340,000 compounds, 0.083% hits; P00514+P68181;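 active means percent activation above the mean of all tested compounds plus 3 SD, cut at about 19% in these data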;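 further: higher means more PKAc released from R1A so a rise in polarization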
MOR-DOR ag = OPRM1-OPRD1 heterodimerization agonism. P35372+P41143. cells, luminescence. activation, % at 9.3 µM. 340,000 compounds, 0.3% hits. AID 504326; in the data active means activation above about 18%;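 further: 0% = vehicle-treated cells and 100% = reference agonist; values of inactives mirror those of a sister screen read the other way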
HTR5A ag = activates human HTR5A in OPRM1-OPRD1 agonist counter-screen; P47898; activation, % at 9.3 µM; HTR5A agonist assay, luminescence, cell-based; 340,000 compounds, 0.61% hits; in the data active means activation mostly above about 9.5%, no sharp cut-off; inactive means mostly below about 7.6%;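 further: 0% = cells with vehicle only and 100% = reference agonist; strong numbers were not always called active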
Ecoli viability = reduces bacterial viability in AddAB counter-screen. E. coli V3065 growth, OD600 absorbance, 18 h. inhibition, % at 11.9 µM. 330,000 compounds, 0.27% hits. AID 449728;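 active means inhibition above the campaign's mean inhibition across all tested compounds plus 3 SD, cut at about 9.9% in these data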;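 further: uninfected addAB+ strain grown without phage in ampicillin broth; 0% = DMSO wells and 100% = ciprofloxacin 0.95 µg/ml wells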
DSG3 Ab inh = inhibitors of pemphigus antibody binding to human desmoglein-3. 310,000 compounds, 0.48% hits. P32926. binding (percent of control), % at 10 µM. DSG3-coupled beads, scFv-anti-DSG3-GFP binding, flow cytometry; hits give low values;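 active means binding more than 3 SD below its plate's average and above zero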;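 further: hits lower antibody fragment binding to DSG3; some compounds called inactive have numbers as strong as hits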
The depositor's hits bear a star; x = no result given.

SMILES	PfHsp90 set2	HTR5A inv ag	MOR-DOR inv ag	phage Ecoli inh	AddAB inh	SUMO Mot1 rescue	PKA-R1A act	MOR-DOR ag	HTR5A ag	Ecoli viability	DSG3 Ab inh
CC(=O)c1ccc(N2CCN(S(=O)(=O)c3cccc4nonc34)CC2)cc1	x	x	x	0.7	-0.5	-3	x	x	x	-0.6	107
COc1ccc(C(=O)NCC(=O)N/N=C/c2ccc(C)o2)cc1OC	11	1	10	1.1	-0.7	1	-4	-1.8	0	1.3	x
COc1cccc(/C=C2\SC(=O)N(CCC(=O)NNC(=O)c3cccc(Cl)c3)C2=O)c1	5	5	-9	3.4	0.9	-11	-14	1.6	1	0.0	92
FC(F)(F)c1nc2ccccc2[nH]1	-8	x	x	1.5	5.6	-11	x	x	x	4.3	101
COC(=O)c1cn(NC(=O)c2ccc([N+](=O)[O-])cc2Cl)c(=O)c2ccccc12	-26	1	2	1.9	0.5	7	-4	-0.3	0	2.8	102
O=C(CSc1ncccc1C(=O)O)c1ccccc1	5	-18	-3	0.9	-0.9	7	4	0.6	2	-1.2	87
CC(C)OC(=O)c1ccc(NC(=O)c2ccccc2)cc1	17	-13	1	4.4	5.6	55	-9	-0.2	4	1.2	97
COc1cccc(/C=N/Nc2nc3ccccc3n3cnnc23)c1O	27	36	-4	2.4	11	10	-6	0.8	6	3.5	101
CC(=O)c1cccc(NC(=O)c2cc(-n3cnnc3)ccc2Cl)c1	7	-6	2	1.4	1.1	7	10	-0.5	4	-1.3	103
CCC1CCCCN1C(=O)CSc1nc(N)c(NC(=O)c2ccc(OC)c(OC)c2)c(=O)[nH]1 (stereo unspecified)	0	-25	5	2.1	0.3	-4	-4	-0.8	1	-1.6	101
Cc1ccc(C)c(N2CCN(C(=O)c3cc(S(=O)(=O)N4CCOCC4)cn3C)CC2)c1	-4	-15	-4	3.7	3.4	-11	3	0.6	5	-0.8	100
COc1cc(C(=O)O/N=C2\C=CC(=O)C(C)=C2)cc(OC)c1OC	12	-1	-29	-0.4	1.6	22	-7	6.0	5	0.0	101
COC(=O)[C@@H]1C[C@H]2CC[C@H](O)C[C@H]2N1Cc1ccc(Cl)cc1	19	-23	6	2.2	-1.2	-26	3	-1.1	-1	-3.6	x
NC(=O)c1sc(-c2ccsc2)cc1NS(=O)(=O)c1ccc(C(F)(F)F)cc1	x	x	x	2.1	3.1	-9	x	x	x	1.2	105
CCN(CC)c1ccc(/C=N/N2CCN(Cc3ccc(C)cc3C)CC2)c(O)c1	-6	-25	7	4.0	3.4	10	-2	-1.2	2	-0.2	122

Exported with values under each structure: entries from further up.
Results follow in this order: PfHsp90 set2 | HTR5A inv ag | MOR-DOR inv ag | phage Ecoli inh | AddAB inh | SUMO Mot1 rescue | PKA-R1A act | MOR-DOR ag | HTR5A ag | Ecoli viability | DSG3 Ab inh
O=C(CSc1ncccc1C(=O)O)c1ccccc1
    5 | -18 | -3 | 0.9 | -0.9 | 7 | 4 | 0.6 | 2 | -1.2 | 87
CC(C)OC(=O)c1ccc(NC(=O)c2ccccc2)cc1
    17 | -13 | 1 | 4.4 | 5.6 | 55 | -9 | -0.2 | 4 | 1.2 | 97
COc1cccc(/C=N/Nc2nc3ccccc3n3cnnc23)c1O
    27 | 36 | -4 | 2.4 | 11 | 10 | -6 | 0.8 | 6 | 3.5 | 101
CC(=O)c1cccc(NC(=O)c2cc(-n3cnnc3)ccc2Cl)c1
    7 | -6 | 2 | 1.4 | 1.1 | 7 | 10 | -0.5 | 4 | -1.3 | 103
CCC1CCCCN1C(=O)CSc1nc(N)c(NC(=O)c2ccc(OC)c(OC)c2)c(=O)[nH]1 (stereo unspecified)
    0 | -25 | 5 | 2.1 | 0.3 | -4 | -4 | -0.8 | 1 | -1.6 | 101
Cc1ccc(C)c(N2CCN(C(=O)c3cc(S(=O)(=O)N4CCOCC4)cn3C)CC2)c1
    -4 | -15 | -4 | 3.7 | 3.4 | -11 | 3 | 0.6 | 5 | -0.8 | 100

The list goes on:
SMILES	PfHsp90 set2	HTR5A inv ag	MOR-DOR inv ag	phage Ecoli inh	AddAB inh	SUMO Mot1 rescue	PKA-R1A act	MOR-DOR ag	HTR5A ag	Ecoli viability	DSG3 Ab inh
CC(=O)N(C)c1nnc(-c2ccccn2)s1	2	17	10	2.5	2.7	4	3	-1.8	0	-0.3	97
Nc1ccc(C(=O)OCC(=O)NC2CCS(=O)(=O)C2)cc1[N+](=O)[O-] (stereo unspecified)	-39	8	18	-2.2	4.2	-1	3	-3.4	-1	2.1	100
CN(C)CCNc1nc2sc3c(c2c(=O)n1CCc1ccccc1)CCCCC3	-5	-19	-56	-1.6	2.6	42	3	11	7	-1.3	108
C[N+](C)(C)C[C@H](O)CC(=O)[O-]	3	2	13	1.7	2.5	-16	9	-2.7	-3	-1.5	100
Cn1cc(Br)c(-c2cccc(NC(=O)CCC(=O)O)c2)n1	3	21	-6	2.2	1.1	-17	-5	1.2	-8	-0.3	x
Cc1cccc(NC(=O)CSc2ccc(-c3ccco3)nn2)c1	-104	-17	14	4.5	4.5	-13	-7	-2.5	4	-2.5	114
CC1CCCCC1NS(=O)(=O)CCNC(=O)c1ccccc1 (stereo unspecified)	-12	-4	6	1.6	-2.0	7	6	-1.0	1	-1.5	119
O=C(CCCn1c(=S)[nH]c2cc3c(cc2c1=O)OCO3)N1CCN(c2ccc(F)cc2)CC1	-72	16	-3	0.9	0.4	-4	-5	0.6	-1	-2.9	109
CCn1nc(C)cc1C(=O)Sc1cccc(Cl)c1	-19	-2	-14	1.9	-2.6	-38	-5	2.8	-6	-2.2	99
CC(C)(C)NC(=O)CC(c1ccccc1)c1ccccc1O (stereo unspecified)	12	3	-9	0.6	3.3	5	-22	1.7	1	1.8	96
O=C(NCCC1=CCCCC1)c1ccc(F)c(S(=O)(=O)N2CCOCC2)c1	-39	16	10	1.4	-0.6	-3	4	-1.7	-6	2.4	97
Cc1cc(F)ccc1NC(=O)c1cc(S(=O)(=O)N2CCOCC2)cn1C	-13	-24	10	-1.0	3.0	-15	4	-1.7	8	2.3	105
CCN(CC)c1ncnc2sc(C(=O)N3CCN(c4ccccc4)CC3)c(C)c12	17	-1	-11	1.7	4.7	9	-2	2.4	-5	0.0	101
CC(=O)c1ccc(OCC(=O)NCc2ccc(F)cc2)cc1	3	1	13	4.7	5.0	-4	-9	-2.6	-3	0.2	100
COc1cc(/C=C/c2ccc3c(Br)cc(Br)c(O)c3n2)ccc1O	-69	10	-8	3.2	1.0	-3	7	1.6	-3	-3.3	102
CN(C)c1ccc(/C=C(\NC(=O)c2ccccc2)C(=O)NCCN2CCOCC2)cc1	-6	15	7	0.7	1.7	0	1	-0.9	-6	-1.6	x
O=C1O[C@H](CO)[C@@H](O)[C@H](O)[C@H]1O	-7	17	12	4.4	x	x	-10	-2.1	-5	x	100
CCn1c(SCC(=O)NCC2CCCO2)nnc1-c1ccc(Cl)cc1 (stereo unspecified)	10	-2	-3	4.4	3.7	-11	-1	0.6	3	0.2	95
COc1ccc2ccc(=O)oc2c1CC(O)C(C)(C)O (stereo unspecified)	-7	19	13	1.7	0.5	-1	-2	-2.6	3	-1.0	98
N#Cc1ccc(S(=O)(=O)NCC(=O)OCC(=O)N2CCCC2=O)cc1	-12	2	15	3.7	3.3	30	-3	-2.8	0	4.1	92
Cc1ccc(S(=O)(=O)N2CCN(C(=O)C3Cc4ccccc4CN3C(=O)c3ccco3)CC2)cc1 (stereo unspecified)	9	5	-2	1.0	2.2	0	1	0.5	-5	-0.5	103
CC(Cc1ccccc1)C(=O)NCCO (stereo unspecified)	15	2	15	0.2	1.9	-7	-10	-2.6	-1	0.3	95
COc1ccc([N+](=O)[O-])cc1NC(=O)CSc1nc(C)cc(C)n1	-38	4	5	-1.5	8.2	2	3	-0.9	-2	2.4	100
Cc1cc(C)cc(-c2nnc(SCC(=O)c3c(N)n(C4CC4)c(=O)[nH]c3=O)o2)c1	-1	2	8	0.7	x	x	9	-1.2	-1	x	106
Fc1c(F)c(-n2nnc3ccccc32)c(F)c(F)c1Cl	-17	-1	9	2.2	-1.2	4	-6	-2.0	0	-1.8	95
O=C(NCc1ccc(Cl)cc1)C(=O)NCC1OCCN1C(=O)c1ccc(Cl)cc1 (stereo unspecified)	5	-7	9	0.1	0.4	-7	-7	-2.0	3	-0.2	104

Whole records, looked up by structure.
`COc1ccc([N+](=O)[O-])cc1NC(=O)CSc1nc(C)cc(C)n1` in the list: PfHsp90 set2 = -38; HTR5A inv ag = 4; MOR-DOR inv ag = 5; phage Ecoli inh = -1.5; AddAB inh = 8.2; SUMO Mot1 rescue = 2; PKA-R1A act = 3; MOR-DOR ag = -0.9; HTR5A ag = -2; Ecoli viability = 2.4; DSG3 Ab inh = 100
`N#Cc1ccc(S(=O)(=O)NCC(=O)OCC(=O)N2CCCC2=O)cc1` in the list: PfHsp90 set2 = -12; HTR5A inv ag = 2; MOR-DOR inv ag = 15; phage Ecoli inh = 3.7; AddAB inh = 3.3; SUMO Mot1 rescue = 30; PKA-R1A act = -3; MOR-DOR ag = -2.8; HTR5A ag = 0; Ecoli viability = 4.1; DSG3 Ab inh = 92
